From PubChem
FUS suppressor: FUS proteinopathy suppression in yeast; S. cerevisiae FUS-expressing, growth rescue, OD600, 24 h; Potency, µM (top dose mostly 76.6 µM), inactives show at the highest dose growth rescue (activation), most hits filed as activators; 0.24% of 390,000 active; AID 1347120;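 also: potency is read from the fitted curve at half-maximal effect; plate controls were DMSO vehicle for no effect and reference control for full effect; nearly all actives have a fitted effect of over 55% in size; some results filed as inactive show a strong effect at the top dose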
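Steps: raffinose overnight preculture; dilution to OD 0.005 in 2% galactose minimal medium; compound addition (concentration series); 24hr at 30C, 99% humidity; absorbance read at 600 nm.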
WRN helicase inh: WRN helicase (human) inhibition; Potency, µM (series often up to 114 µM), without a hit: top-dose activity change, negative = inhibition, usual class: inhibitors; AID 651768; 0.46% of 360,000 active; WRN helicase unwinding, fluorescent forked duplex, kinetic; Q14191; also: potency is read from the fitted curve at half-maximal effect; % is scaled to controls: 0 for no effect and ±100 for the full control effect; nearly all actives have a fitted effect of over 55% in size
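WRN at 20 nM final was preincubated with compound for 15 min at room temperature; reaction started with 100 nM forked duplex oligonucleotide carrying fluorophore and quencher plus 2 mM ATP (final). Unwinding followed kinetically by red fluorescence (ex 525/em 598 nm).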
EPAC1 antagonist: blocks human EPAC1 exchange factor. O95398. EPAC1 GEF assay, Rap1b-BODIPY-GDP exchange fluorescence. Potency, µM (series often up to 115 µM), without a hit: at the top dose activity change, negative = inhibition, usual class: inhibitors. 0.14% of 360,000 active. AID 720709;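 also: potency is read from the fitted curve at half-maximal effect; plate controls were vehicle for no effect and positive control for full effect; nearly all actives have a fitted effect of over 50% in size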
Abeta yeast res: compounds reversing amyloid beta toxicity in yeast. 0.063% of 410,000 active. yeast expressing A-beta42, growth rescue, OD600, 48 h; response scale: 0% DMSO, 100% iron-clioquinol control. Potency, µM (doses to about 46.1 µM), inactives show at the highest dose growth rescue, usual class: activators; also: potency is read from the fitted curve at half-maximal effect; nearly all actives have a fitted effect of over 55% in size
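Yeast A-beta toxicity model in growth medium with pinned compounds, 48 h at 30 C; growth read as absorbance at 600 nm. Normalized to FeCl3/clioquinol equimolar mix (positive) and DMSO (negative).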
IL2 activator: activators of IL-2; IL-2 activation reporter assay, cell-based qHTS; stimulated with anti-CD3/CD4/CD28 beads; in transgenic mouse T cells; activation, % (series mostly up to about 46 µM); 0.065% of 360,000 active; AID 652025; in the data active = activation above about 50%; inconclusive = mostly about 30% to 49%; also: 0% is about no effect
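Unstimulated transgenic mouse T cells preincubated 60 min with compound, then stimulated with anti-CD3/anti-CD4-coated beads plus anti-CD28 for 18 h at 37 degrees C. IL-2 response read as EGFP and DsRed fluorescence by plate cytometry.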
EPAC1 agonist: EPAC1 (human) agonism. O95398. EPAC1 agonist qHTS, biochemical assay; response scale: 100% = response to 6.5 mM cAMP. Potency, µM (series often up to 154 µM), inactives show at the highest dose activation, hits mostly activators. 0.073% of 360,000 active; also: potency is read from the fitted curve at half-maximal effect; nearly all actives have a fitted effect of over 60% in size
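EPAC1 100 nM, Rap1B–BODIPY-GDP 250 nM, unlabeled GDP 50 uM; compound titration; 5 min RT; kinetic read ex480/em540 at 5-min intervals ×30 min; data normalized to 6.5 mM cAMP agonist control.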
PLK1 PBD inh: blocks phosphopeptide binding to human PLK1 polo-box domain | Potency, µM, for inactives: max response, negative = inhibition, most hits filed as inhibitors | 2.8% of 360,000 active | Plk1 PBD binding of FITC phosphopeptide, fluorescence polarization | AID 720504; also: potency is read from the fitted curve at half-maximal effect; series mostly up to about 57 µM; % is scaled to controls: 0 for no effect and ±100 for the full control effect; nearly all actives have a fitted effect of over 65% in size
Target sequence (P53350 whole entry, looked up, the tested form may be a part): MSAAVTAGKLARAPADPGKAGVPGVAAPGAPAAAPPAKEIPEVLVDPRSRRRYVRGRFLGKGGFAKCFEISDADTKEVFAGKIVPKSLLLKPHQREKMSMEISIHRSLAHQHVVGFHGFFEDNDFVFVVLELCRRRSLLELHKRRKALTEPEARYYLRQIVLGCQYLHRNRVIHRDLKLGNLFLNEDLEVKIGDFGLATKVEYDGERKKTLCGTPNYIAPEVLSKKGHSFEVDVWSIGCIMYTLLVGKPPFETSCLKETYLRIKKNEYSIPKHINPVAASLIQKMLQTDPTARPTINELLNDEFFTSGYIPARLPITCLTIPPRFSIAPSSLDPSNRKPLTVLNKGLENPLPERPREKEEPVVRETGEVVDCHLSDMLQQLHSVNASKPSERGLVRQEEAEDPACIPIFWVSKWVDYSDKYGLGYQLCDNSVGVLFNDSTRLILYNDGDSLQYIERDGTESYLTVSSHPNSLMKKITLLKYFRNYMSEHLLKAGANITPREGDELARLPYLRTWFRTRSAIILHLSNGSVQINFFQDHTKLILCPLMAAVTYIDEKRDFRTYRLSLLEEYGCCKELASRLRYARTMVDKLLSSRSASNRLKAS
PI5P4Ka inh: PI5P4K alpha (human) kinase inhibition; P48426; PI5P4Kalpha enzyme, ADP-Glo luminescence, 60 min; stronger effect = lower value; max response, %; 1.2% of 330,000 active; AID 652105; active = max response of -50% or lower; inconclusive = between -30% and -50%; inactive = -30% or higher; also: value at the top dose of about 77 µM; % is scaled to controls: 0 for no effect and ±100 for the full control effect
Target sequence (P48426 whole entry, looked up): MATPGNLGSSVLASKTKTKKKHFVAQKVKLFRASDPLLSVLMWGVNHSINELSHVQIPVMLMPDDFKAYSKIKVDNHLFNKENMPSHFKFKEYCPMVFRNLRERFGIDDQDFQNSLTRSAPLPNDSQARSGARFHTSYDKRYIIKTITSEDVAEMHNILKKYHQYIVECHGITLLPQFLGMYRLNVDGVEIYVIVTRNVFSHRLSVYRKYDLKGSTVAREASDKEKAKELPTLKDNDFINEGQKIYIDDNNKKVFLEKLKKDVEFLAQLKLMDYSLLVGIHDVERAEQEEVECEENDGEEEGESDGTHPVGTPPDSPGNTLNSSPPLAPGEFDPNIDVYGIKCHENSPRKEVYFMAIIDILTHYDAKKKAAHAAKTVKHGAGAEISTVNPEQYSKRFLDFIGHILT
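Luminescence from ADP-Glo served as readout of PI5P4Kalpha activity in a qHTS format. Reaction: enzyme, substrate, compound, ATP at 5 microM final, 60 min at RT.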
An asterisk follows results filed as active; [ ] = dose if it differs, or a comment. Unless noted, calls follow the shape of the dose curve; as a rule, active = well fitted curve in the direction sought with a large enough effect; inconclusive = small, poorly fitted or top-dose-only effect, or another doubt; inactive = no such curve, though single readings can be large; an effect the other way counts as inactive or inconclusive.

O=C(COc1coc(CN2CCN(c3ccccc3)CC2)cc1=O)NC1CCCC1 was read as FUS suppressor 21%, WRN helicase inh -23%, EPAC1 antagonist -14%, Abeta yeast res 6%, IL2 activator -0.2, EPAC1 agonist -11%, PLK1 PBD inh -9% and PI5P4Ka inh -12.
Screening CC(=O)C(C(c1ccccc1)c1c[nH]c2ccccc12)[N+](=O)[O-] (stereo unspecified) returned FUS suppressor -8%, WRN helicase inh -3%, EPAC1 antagonist 2%, Abeta yeast res inconclusive, IL2 activator 0.9, EPAC1 agonist 1%, PLK1 PBD inh -13% and PI5P4Ka inh 8.
CCCn1c(N)c(C(=O)CSc2nnc(-c3cccnc3)n2-c2ccc(C)cc2C)c(=O)[nH]c1=O was read as WRN helicase inh 8%, EPAC1 antagonist -6%, Abeta yeast res 7%, IL2 activator 0.2, EPAC1 agonist 13%, PLK1 PBD inh -9% and PI5P4Ka inh 6.
For CCn1c(-c2ccc(N)cc2)nc2ccccc21 the results were FUS suppressor -15%, WRN helicase inh -5%, EPAC1 antagonist -24%, Abeta yeast res 1%, IL2 activator -0.2, EPAC1 agonist -5%, PLK1 PBD inh -5% and PI5P4Ka inh 4.
Cc1cc2c(ncn2C(C)C)c(N)c1C was read as FUS suppressor -11%, WRN helicase inh 1%, EPAC1 antagonist -2%, Abeta yeast res 2%, IL2 activator -1.2, EPAC1 agonist -1%, PLK1 PBD inh 1% and PI5P4Ka inh -3.
For CCN(CC)S(=O)(=O)c1ccc(N2CCCCC2)c(NC(=O)C2CSC3(C)CCC(=O)N23)c1 (stereo unspecified) the results were FUS suppressor inconclusive, WRN helicase inh -1%, EPAC1 antagonist -3%, Abeta yeast res 5%, IL2 activator -1.6, EPAC1 agonist 17%, PLK1 PBD inh -9% and PI5P4Ka inh -6.
`NC1=NC(c2cn(-c3ccccc3)nc2-c2cccs2)n2c(nc3ccccc32)N1` (stereo unspecified) gave FUS suppressor 10%, WRN helicase inh 0%, EPAC1 antagonist -10%, Abeta yeast res -28%, IL2 activator 0.8, EPAC1 agonist 7%, PLK1 PBD inh 2% and PI5P4Ka inh -1.
For COCCNC(=O)CCCCCn1c(=S)[nH]c2ccccc2c1=O the results were FUS suppressor -5%, WRN helicase inh -5%, EPAC1 antagonist 21%, Abeta yeast res 9%, IL2 activator -1.2, EPAC1 agonist 6%, PLK1 PBD inh -9% and PI5P4Ka inh -19.
O=C(O)C1C(c2ccccc2)=C1c1ccc(Br)cc1 (stereo unspecified) was read as FUS suppressor -10%, WRN helicase inh -6%, EPAC1 antagonist 6%, Abeta yeast res -3%, IL2 activator 0.0, EPAC1 agonist 4%, PLK1 PBD inh 24% and PI5P4Ka inh 0.
For OC1CCN(C(c2ccc3ncccc3c2)c2nnnn2C2CCCCC2)CC1 (stereo unspecified) the results were FUS suppressor -1%, WRN helicase inh -6%, EPAC1 antagonist -4%, Abeta yeast res 13%, IL2 activator 2.2, EPAC1 agonist 6% and PLK1 PBD inh 2%.
For CCN(c1ccccc1)S(=O)(=O)c1ccc(C(=O)NCC2(N(C)C)CCCCC2)cc1 the results were FUS suppressor -6%, WRN helicase inh -6%, EPAC1 antagonist 18%, Abeta yeast res -5%, IL2 activator 1.0, EPAC1 agonist 10%, PLK1 PBD inh -3% and PI5P4Ka inh 0.
Screening O=C(N/N=C/c1ccc(O)cc1)c1cc(C2CC2)[nH]n1 returned FUS suppressor 5%, WRN helicase inh -2%, EPAC1 antagonist 2%, Abeta yeast res -5%, IL2 activator -2.4, EPAC1 agonist 6%, PLK1 PBD inh -5% and PI5P4Ka inh 0.
`COc1ccc(CN2CC(C(=O)NCCC(C)C)CC2=O)cc1` (stereo unspecified) gave FUS suppressor 12%, WRN helicase inh -3%, EPAC1 antagonist -7%, Abeta yeast res 20%, IL2 activator 0.6, EPAC1 agonist 4%, PLK1 PBD inh 0% and PI5P4Ka inh -1.
Screening O=C1[C@H](Cc2ccccc2)NCCCC[C@@H](c2ccco2)N1Cc1ccccc1 returned FUS suppressor -3%, WRN helicase inh 5%, EPAC1 antagonist -10%, Abeta yeast res -5%, IL2 activator 1.9, EPAC1 agonist -11%, PLK1 PBD inh -10% and PI5P4Ka inh -4.
For CCOc1ccc(/C(C)=N/N2C(=O)C(CC(=O)Nc3ccc(OC)cc3[N+](=O)[O-])SC2=Nc2cccc(C)c2C)cc1 (stereo unspecified) the results were FUS suppressor 18%, WRN helicase inh -12%, EPAC1 antagonist inconclusive, Abeta yeast res 7%, IL2 activator 0.6, EPAC1 agonist -3%, PLK1 PBD inh -12% and PI5P4Ka inh 1.
For COc1cccc(OCC(O)CN2CCC(CN3C(=O)c4cccc5cccc(c45)C3=O)CC2)c1 (stereo unspecified) the results were FUS suppressor 19%, WRN helicase inh 56%[activator], EPAC1 antagonist -22%, Abeta yeast res -15%, IL2 activator -0.4, EPAC1 agonist 4%, PLK1 PBD inh -16% and PI5P4Ka inh -5.
CN(C(=O)CN1C(=O)S/C(=C\c2ccccc2Cl)C1=O)C1CCS(=O)(=O)C1 (stereo unspecified) was read as FUS suppressor -11%, WRN helicase inh 2%, EPAC1 antagonist 15%, Abeta yeast res -2%, IL2 activator 1.7, EPAC1 agonist 7%, PLK1 PBD inh -3% and PI5P4Ka inh -2.
Screening CCCN1CCC(=O)N([C@H](CSc2ccc(Br)cc2)c2ccccc2)CC1 returned FUS suppressor -15%, WRN helicase inh 0%, EPAC1 antagonist -2%, Abeta yeast res -13%, IL2 activator -0.1, EPAC1 agonist -2%, PLK1 PBD inh -23% and PI5P4Ka inh 6.
For COc1ccc(/C(N)=N/OC(=O)c2cccc([N+](=O)[O-])c2C)cc1 the results were FUS suppressor -7%, WRN helicase inh -1%, EPAC1 antagonist 14%, Abeta yeast res -2%, IL2 activator 0.6, EPAC1 agonist 5%, PLK1 PBD inh -28% and PI5P4Ka inh -2.
For COc1ccc(N(CC(=O)NN=C2CCCCCCC2)S(=O)(=O)c2ccccc2)cc1 the results were FUS suppressor -11%, WRN helicase inh -3%, EPAC1 antagonist -4%, Abeta yeast res -1%, IL2 activator -2.9, EPAC1 agonist 7% and PLK1 PBD inh -8%.
For O=C(CC(=O)NCc1cccnc1)NCc1cccnc1 the results were FUS suppressor -21%, WRN helicase inh 11%, EPAC1 antagonist -3%, Abeta yeast res 2%, IL2 activator 0.2, EPAC1 agonist -5%, PLK1 PBD inh -23% and PI5P4Ka inh -2.
For CCC(C)c1ccc(NC(=O)c2cccs2)cc1 (stereo unspecified) the results were FUS suppressor 19%, WRN helicase inh -6%, EPAC1 antagonist -21%, Abeta yeast res -16%, IL2 activator -0.6, EPAC1 agonist 22% and PLK1 PBD inh 0%.
Screening CCc1ccccc1NC(=S)N(CCOC)C(C)c1ccco1 (stereo unspecified) returned FUS suppressor 11%, WRN helicase inh 2%, EPAC1 antagonist 2%, Abeta yeast res -1%, IL2 activator 0.2, EPAC1 agonist 1%, PLK1 PBD inh 4% and PI5P4Ka inh 2.
For Cc1cccc(-n2ncc3c(NCc4ccccn4)ncnc32)c1 the results were FUS suppressor 7%, WRN helicase inh -11%, EPAC1 antagonist -14%, Abeta yeast res 13%, IL2 activator -0.3, EPAC1 agonist 3%, PLK1 PBD inh -4% and PI5P4Ka inh -10.

Two entries drawn at random from the list so far, as already listed:
Screening CCc1ccccc1NC(=S)N(CCOC)C(C)c1ccco1 (stereo unspecified) returned FUS suppressor 11%, WRN helicase inh 2%, EPAC1 antagonist 2%, Abeta yeast res -1%, IL2 activator 0.2, EPAC1 agonist 1%, PLK1 PBD inh 4% and PI5P4Ka inh 2.
Screening CCCN1CCC(=O)N([C@H](CSc2ccc(Br)cc2)c2ccccc2)CC1 returned FUS suppressor -15%, WRN helicase inh 0%, EPAC1 antagonist -2%, Abeta yeast res -13%, IL2 activator -0.1, EPAC1 agonist -2%, PLK1 PBD inh -23% and PI5P4Ka inh 6.

Additional results follow.
For Cc1ccc2c(c1)CO[C@@]21O[C@H](CCO)C[C@H](O)[C@H]1O the results were FUS suppressor -23%, WRN helicase inh -2%, EPAC1 antagonist 6%, Abeta yeast res -4%, IL2 activator 0.8, EPAC1 agonist 1%, PLK1 PBD inh -4% and PI5P4Ka inh 4.
Cn1c(=O)cc(SCC(=O)N2CCN(C(=O)c3ccco3)CC2)c2ccccc21 was read as FUS suppressor 9%, WRN helicase inh 1%, EPAC1 antagonist -5%, Abeta yeast res 6%, IL2 activator -1.5, EPAC1 agonist 4%, PLK1 PBD inh -13% and PI5P4Ka inh -1.
Screening COC(=O)C(NC(=O)c1ccc(C)cc1)(Nc1cccc(C)n1)C(F)(F)F (stereo unspecified) returned FUS suppressor -15%, WRN helicase inh 2%, EPAC1 antagonist -24%, Abeta yeast res -8%, IL2 activator 0.8, EPAC1 agonist -12%, PLK1 PBD inh -10% and PI5P4Ka inh 10.
For COc1ccccc1CNS(=O)(=O)c1cccc(S(=O)(=O)N2CCOCC2)c1 the results were FUS suppressor 17%, WRN helicase inh -4%, EPAC1 antagonist -1%, Abeta yeast res -15%, IL2 activator 1.2, EPAC1 agonist -6%, PLK1 PBD inh 0% and PI5P4Ka inh 4.
Screening Cc1cccc(Nc2c([N+](=O)[O-])ccc3nonc23)c1C returned FUS suppressor -34%, WRN helicase inh -2%, EPAC1 antagonist 8%, Abeta yeast res -2%, IL2 activator 0.0, EPAC1 agonist 12%, PLK1 PBD inh 4% and PI5P4Ka inh 1.
For Cc1ccc(NC(=O)C(=S)NCc2ccco2)cc1 the results were FUS suppressor 2%, WRN helicase inh -11%, EPAC1 antagonist 0%, Abeta yeast res -4%, IL2 activator 1.3, EPAC1 agonist -14%, PLK1 PBD inh -4% and PI5P4Ka inh 2.
`Cc1cc(OCC(=O)OCC(=O)c2ccc[nH]2)ccc1Cl` gave FUS suppressor 9%, WRN helicase inh 3%, EPAC1 antagonist inconclusive, Abeta yeast res -9%, IL2 activator -2.3, EPAC1 agonist 11%, PLK1 PBD inh -7% and PI5P4Ka inh -23.
`Cn1c(SCC(=O)Nc2ccccc2Cl)nnc1C1CC1` gave FUS suppressor 14%, WRN helicase inh 5%, EPAC1 antagonist 17%, Abeta yeast res -5%, IL2 activator -6.1, EPAC1 agonist 7%, PLK1 PBD inh 4% and PI5P4Ka inh -3.
For COCCCn1c(C)c(C(C)=O)cc(NC(=O)c2ccccc2)c1=O the results were FUS suppressor 6%, WRN helicase inh 2%, EPAC1 antagonist -12%, Abeta yeast res -9%, IL2 activator -4.3, EPAC1 agonist 6%, PLK1 PBD inh -17% and PI5P4Ka inh 1.
